Compound activity as filed in PubChem BioAssay.
ELG1 genotox: inducers of genotoxicity in HEK293T ELG1-luciferase cells; HEK293T ELG1-luciferase reporter, luminescence, 16 h; Potency, µM (titrated, usually from 46 µM), for the others: at the highest dose activity change, positive = activation, usual class: activators; 330,000 tested, 1.3% active; AID 504466; also: % of control where 0% means no effect; nearly all actives have a fitted effect of over 60% in size
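16 hr compound incubation (37 °C, 5% CO2) of HEK293T cells carrying luciferase-tagged ELG1; luciferase then measured by ONE-Glo luminescence after 30 min at RT.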
MLL CXXC-DNA inh: inhibitors of human MLL CXXC domain-DNA interaction. 290,000 tested, 0.037% active. MLL-CXXC / FITC-HOXA9 DNA fluorescence polarization. Potency, µM (top dose mostly 115 µM), for the others: at the highest dose activity change, negative = inhibition, most hits filed as inhibitors. AID 2662. Q03164; active = well fitted inhibition curve with a large enough effect in the polarisation, with a control signal flat, not every such curve was filed as active; inconclusive = small, poorly fitted or top-dose-only effect, or effect the other way, or a change in a side signal; inactive = no such curve, though single readings can be large or run the other way; the % refers to the polarisation
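Steps: dispense CXXC domain solution (7 uM) → pin compounds or unlabeled HOX-A9 DNA control → 5 min ambient → add FLSN-HOX-A9 solution (50 nM) → spin → 30 min ambient → fluorescence polarization. Tris pH 7.5/NaCl/DTT/BSA buffer.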
Rab9 prom act: activators of Rab9 promoter; Huh7 Rab9 promoter-luciferase reporter, luminescence, 24 h; Potency, µM (series often up to 9.22 µM), without a hit: at the highest dose activation, negative = inhibition, actives largely listed as activators; 320,000 tested, 2.8% active; AID 485297; also: % of control where 0% means no effect; nearly all actives have a fitted effect of over 60% in size
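Cell-based reporter: Huh7 stable for Rab9 promoter-driven luciferase, plated in reduced-serum medium with 10% FBS at 1500 cells/well, compound-treated 24 h at 37 °C, luminescence read after 10 min reagent.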
p53 reactivator: mutant p53 re-activation in reporter cells. H1299 p53-A138V BP100-luciferase reporter, luminescence, 24 h. Potency, µM (series often up to 92.2 µM), without a hit: top-dose activity change, positive = activation, most hits filed as activators. 320,000 tested, 0.063% active. AID 504706; also: % of control where 0% means no effect; nearly all actives have a fitted effect of over 45% in size
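H1299 (p53-null), stable ts p53-A138V + BP100-Luc; 1000 cells/well, Opti-MEM/10% FBS; cpd 4 pt, 1:5; 24 h, 37 deg C, 5% CO2; detection reagent 10 min RT; luminescence.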
FLuc counter: firefly luciferase modulation, counter-screen for miR-21 project; purified FLuc, Km substrates, luminescence inhibition; 360,000 tested, 6.9% active; Potency, µM (doses to about 57.5 µM), for the others: at the top dose activity change, negative = inhibition, hits mostly inhibitors; AID 588342; P08659;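 also: plate controls were vehicle for no effect and reference inhibitor for full effect; nearly all actives have a fitted effect of over 55% in size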
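Purified P. pyralis luciferase, 10 nM final, with Km-level 10 uM D-luciferin and 10 uM ATP in 50 mM Tris acetate pH 7.5, 10 mM Mg acetate, 0.01% Tween-20, 0.05% BSA; 6-point qHTS titration about 60 µM downward; luminescence read.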
RORg inh: inhibitors of mouse ROR gamma transcriptional activity; P51450; Drosophila S2 Gal4-RORgamma UAS-luciferase reporter, 20 h; Potency, µM (titrated, usually from 53.6 µM), for inactives: at the highest dose activity change, negative = inhibition, actives largely listed as inhibitors; 310,000 tested, 5.4% active; also: % is scaled to controls: 0 for no effect and ±100 for the full control effect; nearly all actives have a fitted effect of over 60% in size
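Luminescence from a UAS-regulated Photinus luciferase reporter in stably transfected Drosophila Schneider cells is measured; decreased signal marks ROR gamma inhibition. Fusion expression is induced by 700 uM copper sulfate for 20 hr.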
Gal4-VP16 FLuc: Gal4-VP16 reporter inhibition counter-screen; Drosophila S2 Gal4-VP16 UAS-luciferase, luminescence, 20 h; Potency, µM (highest dose often 53.6 µM), for the others: top-dose activity, negative = inhibition, most hits filed as inhibitors; 310,000 tested, 3.5% active; AID 2546;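 also: Gal4-VP16 expression switched on by copper sulfate through the metallothionein promoter; % is scaled to controls: 0 for no effect and ±100 for the full control effect; nearly all actives have a fitted effect of over 50% in size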
NPC1 prom act: NPC1 promoter activation; AID 485313; Potency, µM (titrated, usually from 9.22 µM), for inactives: top-dose activation, hits mostly activators; 320,000 tested, 2.4% active; Huh7 NPC1 promoter luciferase reporter, 24 h;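 also: % of control where 0% means no effect; nearly all actives have a fitted effect of over 60% in size; reporter is driven by a mutant NPC1 promoter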
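Huh7 reporter cells (NPC1 promoter driving luciferase) are dosed with compound for 24 h at 37 °C, 5% CO2; luciferase detection reagent is then added and luminescence measured after 10 min at ambient temperature.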
uPA generation: inhibitors of cell surface uPA generation; 330,000 tested, 0.31% active; Potency, µM (doses to about 38.3 µM), without a hit: at the highest dose activity change, negative = inhibition, most hits filed as inhibitors; cell surface uPA generation assay, qHTS; active = well fitted inhibition curve with a large enough effect; inconclusive = small, poorly fitted or top-dose-only effect; inactive = no such curve, though single readings can be large or run the other way; tested in mouse RAW 264.7 cells; also: % is scaled to controls: 0 for no effect and ±100 for the full control effect; nearly all actives have a fitted effect of over 55% in size
BRCA1 expr up: BRCA1 expression activation | 380,000 tested, 1.1% active | MCF7-BRCA1-FFLuc reporter, luminescence, 48 h; response scale: scaled: vehicle 0%, 10 µM genistein 100% | Potency, µM (doses to about 46.1 µM), for inactives: at the top dose activation, most hits filed as activators; also: nearly all actives have a fitted effect of over 80% in size; some results filed as inactive show a strong effect at the top dose
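MCF7 cells carrying a BRCA1-firefly luciferase reporter (2000 cells/well, phenol-red free MEM) were attached for 2 h at 37 °C, then given compounds for 48 h. Luminescence was read 15 min after luciferase reagent; activity normalized to genistein (10 microM) and DMSO.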
MBNL1-CUG inh: inhibitors of human MBNL1 binding to CUG repeat RNA; Q9NR56; TR-FRET MBNL1-His/biotin-(CUG)12 binding, 665/545 ratio; Potency, µM (titrated, usually from 57.5 µM), for the others: top-dose activity change, negative = inhibition, actives largely listed as inhibitors; 280,000 tested, 0.036% active; AID 2675; active = well fitted inhibition curve with a large enough effect in the signal ratio, with a control signal flat, not every such curve was filed as active; inconclusive = small, poorly fitted or top-dose-only effect, or effect the other way, or a change in a side signal; inactive = no such curve, though single readings can be large or run the other way; the % refers to the signal ratio; also: % is scaled to controls: 0 for no effect and ±100 for the full control effect
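Inhibition of protein-RNA binding appears as loss of TR-FRET between terbium anti-His antibody on MBNL1-His and streptavidin-XL665 on biotin-(CUG)12. Activity is normalized to buffer-only and uninhibited-complex controls.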
* marks the source's active call; other numbers are inactive results; u = inconclusive; x = no result given; & = joins results of further samples; [ ] = dose if it differs, or a comment. Unless noted, calls follow the shape of the dose curve; as a rule, active = well fitted curve in the direction sought with a large enough effect; inconclusive = small, poorly fitted or top-dose-only effect, or another doubt; inactive = no such curve, though single readings can be large; an effect the other way counts as inactive or inconclusive. Potency is read from the fitted curve at half-maximal effect.

Key to letters – A = ELG1 genotox; B = MLL CXXC-DNA inh; C = Rab9 prom act; D = p53 reactivator; E = FLuc counter; F = RORg inh; G = Gal4-VP16 FLuc; H = NPC1 prom act; I = uPA generation; J = BRCA1 expr up; K = MBNL1-CUG inh
COC(=O)C1=C(c2ccc(F)cc2F)C[C@@H]2CC[C@H]1N2C(=O)NCCO
  A: 3.5%; B: x; C: 0.5%; D: -9.4%; E: -0.8%; F: x; G: x; H: 0.5%; I: 3.8%; J: -8.8%; K: x
COc1ccccc1-n1c(O)c(C=Nc2c(C)n(C)n(-c3ccccc3)c2=O)c(=O)[nH]c1=O
  A: -2.1%; B: 2.7%; C: -0.2%; D: -0.8%; E: 2.3%; F: 11.8%; G: -1.9%; H: -3.3%; I: 7.7%; J: 13.7%; K: 7.0%
Cc1ccccc1CN1CCN(Cc2ccccc2)CC1
  A: -1.0%; B: -5.1%; C: -6.2%; D: -1.4%; E: 0.4%; F: 9.4%; G: 0.7%; H: -6.7%; I: 8.8%; J: 7.6%; K: -11.4%
O=c1c2ccccc2nc(CSc2ncnc3nc[nH]c23)n1-c1ccc(Cl)c(Cl)c1
  A: -8.5%; B: -6.6%; C: 0.7%; D: 5.7%; E: -0.3%; F: -4.2%; G: -5.5%; H: -4.3%; I: 2.7%; J: 0.3%; K: -4.9%
CCN(CCCl)Cc1ccccc1Br
  A: x; B: 13.5%; C: -5.6%[46.1 µM]; D: x; E: x; F: x; G: x; H: -1.2%[46.1 µM]; I: 0.3%; J: 6.8%; K: x
O=[N+]([O-])c1cc(O)c(O)c([N+](=O)[O-])c1
  A: -9.2%; B: u; C: -10.0%[46.1 µM]; D: 0.5%; E: -18.1%; F: 22.4µM*; G: -7.0%&-10.2%; H: 4.1%[46.1 µM]; I: -2.8%; J: -6.1%; K: u

Among those listed so far, 3 contain a halogen:
Key to letters – A = ELG1 genotox; B = MLL CXXC-DNA inh; C = Rab9 prom act; D = p53 reactivator; E = FLuc counter; F = RORg inh; G = Gal4-VP16 FLuc; H = NPC1 prom act; I = uPA generation; J = BRCA1 expr up; K = MBNL1-CUG inh
COC(=O)C1=C(c2ccc(F)cc2F)C[C@@H]2CC[C@H]1N2C(=O)NCCO
  A: 3.5%; B: x; C: 0.5%; D: -9.4%; E: -0.8%; F: x; G: x; H: 0.5%; I: 3.8%; J: -8.8%; K: x
O=c1c2ccccc2nc(CSc2ncnc3nc[nH]c23)n1-c1ccc(Cl)c(Cl)c1
  A: -8.5%; B: -6.6%; C: 0.7%; D: 5.7%; E: -0.3%; F: -4.2%; G: -5.5%; H: -4.3%; I: 2.7%; J: 0.3%; K: -4.9%
CCN(CCCl)Cc1ccccc1Br
  A: x; B: 13.5%; C: -5.6%[46.1 µM]; D: x; E: x; F: x; G: x; H: -1.2%[46.1 µM]; I: 0.3%; J: 6.8%; K: x

The list is partial; count on the stated rates, not on these rows.
